Screening data: PubChem, several laboratories
ABCB6 inh MLPCN = ABCB6 transporter inhibitors, primary screen, K562-ABCB6 cells, flow cytometry, MLPCN library; fluorescence ratio to DMSO, % at 10 µM; hit rate 0.19% among 360,000; AID 602162, 2011; K562-ABCB6 porphyrin accumulation, 1 h; stronger effect = lower value;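 active means fluorescence ratio to DMSO below 75%, the collection mean minus 3 SD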;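 further: signal is porphyrin accumulated inside mitochondria; 100% equals median channel fluorescence of DMSO control wells; lower ratio means ABCB6 inhibition with less porphyrin fluorescence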
NCOA2 inhibitor = inhibition of GAL4-SRC2 driven luciferase reporter, primary screen, SRC2 inhibitor project, cell-based, luminescence | HEK293 GAL4-SRC2 luciferase reporter | hit rate 0.17% among 370,000 | inhibition, % at 9 µM | Nuclear receptor coactivator 2 (Homo sapiens), Q15596;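 active means inhibition above the mean inhibition of all tested compounds plus 3 SD, set per campaign, cut at about 52% in these data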;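 further: 0% = DMSO treated cells and 100% = cells given Gossypol at 36 µM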
TLR9-MyD88 block = inhibitors of TLR9-MyD88 association in cells, primary screen, cell-based, CHO, BLA complementation, fluorescence | Toll-like receptor 9 (Homo sapiens) + Myeloid differentiation primary response protein … | CCF4 FRET ratio | inhibition, % at 4.98 µM | hit rate 0.21% among 340,000;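 active means inhibition above the mean over all tested compounds plus 3 SD, cut at about 21% in these data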;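 further: 0% = DMSO only wells and 100% = clavulanate BLA inhibitor control wells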
MC4R ag barr = MC4R agonists recruiting beta-arrestin, primary screen, cell-based, luminescence, agonist arm of biased-ligand search; Melanocortin receptor 4 (Homo sapiens), P32245; U2OS MC4R beta-arrestin complementation; percent of melanotan II response, DMSO zero; activation, % at 8.9 µM; hit rate 0.98% among 360,000;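 active means activation above a per-plate cutoff, the mean activation of sample wells on that plate plus 3 SD, cut at about 8% in these data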
Target sequence (P32245 whole entry, looked up): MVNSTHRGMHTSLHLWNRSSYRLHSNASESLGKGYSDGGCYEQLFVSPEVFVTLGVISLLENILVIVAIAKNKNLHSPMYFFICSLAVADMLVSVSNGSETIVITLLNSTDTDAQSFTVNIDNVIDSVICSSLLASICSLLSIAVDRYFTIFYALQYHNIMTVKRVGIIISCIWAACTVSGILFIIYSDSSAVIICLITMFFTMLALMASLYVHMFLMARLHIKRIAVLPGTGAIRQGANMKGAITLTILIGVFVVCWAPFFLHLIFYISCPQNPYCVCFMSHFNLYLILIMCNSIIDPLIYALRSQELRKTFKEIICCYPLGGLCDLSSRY
MC4R antag cAMP = MC4R antagonists of cAMP signaling, primary screen, cell-based, TR-FRET, antagonist arm of biased-ligand search. Melanocortin receptor 4 (Homo sapiens), P32245. MC4R-expressing cells, MTII-stimulated cAMP, LANCE TR-FRET. inhibition, % at 6.5 µM. hit rate 0.48% among 360,000. AID 540295, 2011;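 active means inhibition above its plate's cutoff, the mean of tested wells on that plate plus 3 SD, cut at about 29% in these data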;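 further: 0% = Melanotan II alone and 100% = Melanotan II plus saturating MCL0020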
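Material – human MC4R-expressing U2OS cells · Repeats – no replicates · Detection – TR-FRET with Eu-cAMP and labeled anti-cAMP, 671 nm · Times – compound 30 min, challenge 1 h, detection 1 h · Compound – single nominal compound dose of 6.5 µM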
NOD2 RIPK2 PPI = NOD2-RIPK2 binding disruptors in cells, primary screen, fluorescence, CHO cells, BLA complementation; Receptor-interacting serine/threonine-protein kinase 2 (Homo sapiens), O43353; CCF4 ratio; inhibition, % at 4.98 µM; hit rate 0.38% among 360,000; in the data active means inhibition above about 21%;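 further: 0% = vehicle only and 100% = reference blocker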
m5-HT2A agonist = mouse Htr2a agonists via beta-arrestin recruitment, primary screen, cell-based, luminescence. AID 624169, 2012. 5-hydroxytryptamine receptor 2A (Mus musculus), P35363. CHO-K1 mHTR2A beta-arrestin complementation; percent of 30 µM serotonin response. hit rate 0.66% among 360,000. activation, % at 7.6 µM;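 active means activation above a run cutoff, the mean activation of all tested compounds plus 3 SD, cut at about 14% in these data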;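 further: 0% = plate median of compound wells and 100% = 30 µM serotonin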
Target sequence (P35363 whole entry, looked up): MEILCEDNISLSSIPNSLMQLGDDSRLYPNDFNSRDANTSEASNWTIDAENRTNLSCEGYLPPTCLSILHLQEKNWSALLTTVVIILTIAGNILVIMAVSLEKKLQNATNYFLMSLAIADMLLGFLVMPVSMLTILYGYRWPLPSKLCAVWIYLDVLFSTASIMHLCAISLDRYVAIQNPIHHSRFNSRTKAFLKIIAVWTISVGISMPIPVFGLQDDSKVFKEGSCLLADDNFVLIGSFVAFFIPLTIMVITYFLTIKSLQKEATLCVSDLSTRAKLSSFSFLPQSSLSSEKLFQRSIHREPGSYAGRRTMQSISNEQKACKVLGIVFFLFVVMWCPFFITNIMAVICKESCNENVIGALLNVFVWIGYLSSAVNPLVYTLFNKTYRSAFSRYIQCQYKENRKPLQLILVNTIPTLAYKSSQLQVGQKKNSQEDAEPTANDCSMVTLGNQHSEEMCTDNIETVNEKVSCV
H9c2 protect = cardioprotection against H2O2-induced cell death, primary screen, uHTS, H9c2 cells, ATPLite luminescence; H9c2 cardiomyocytes, H2O2 injury protection, 2 h; protection from H2O2 cell death, % at 20 µM; hit rate 0.63% among 360,000;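 active means compounds giving at least 50% protection of heart cells from peroxide-induced death in the single-dose screen, raw or plate-pattern-corrected value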;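 further: 0% = DMSO wells with peroxide and 100% = DMSO wells without peroxide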
N-glyco inh = increase of ERlucT glycosylation luciferase signal, primary screen, N-linked glycosylation inhibitor project, D54 ERlucT cells, luminescence, set 2 | D54 ERlucT glycosylation luciferase reporter, 24 h; percent of 100 nM tunicamycin response | hit rate 0.23% among 360,000 | AID 588692, 2011 | reporter increase, % at 12.5 µM;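 active means mean luciferase reporter signal, scaled so untreated is 0 and the glycosylation-blocking control 100, at or above a set limit in every replicate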;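 further: luciferase carries N-glycosylation sites so blocking glycosylation raises the light; 0% = median of neutral control wells and 100% = median of 100 nM tunicamycin wells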
ABHD5 PLIN5 PPI = ABHD5-PLIN5 interaction inhibitors, primary screen, cell lysate, split luciferase complementation, luminescence; Split G. princeps luciferase complementation, 4 h; inhibition, % at 4 µM; hit rate 0.78% among 360,000; Perilipin-5 (Homo sapiens) + 1-acylglycerol-3-phosphate O-acyltransferase ABHD5 (Homo …;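 active means inhibition above the mean inhibition across every tested compound plus 3 SD, cut at about 22% in these data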;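 further: 0% = DMSO only wells and the 100% control is not disclosed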
An asterisk follows results filed as active; . = not tested or not shown. Not all compounds are listed; rates above refer to the full screens.

SMILES	ABCB6 inh MLPCN	NCOA2 inhibitor	TLR9-MyD88 block	MC4R ag barr	MC4R antag cAMP	NOD2 RIPK2 PPI	m5-HT2A agonist	H9c2 protect	N-glyco inh	ABHD5 PLIN5 PPI
COc1ccc(NC(=O)Cn2nnc(C(=O)NCc3ccco3)c2N)cc1	104	-17	6	-0.4	2	3	0	-1	2	2
COC(=O)C1=C(C(=O)OC)[C@@H]2Nc3ccccc3[C@@]23C[C@@H](C(=O)OC)N(C(=O)c2cc(C)oc2C)C3=N1	88	5	-9	1.8	1	-3	0	3	6	6
CC(=O)Nc1nc(-c2ccc3c(c2)CCN3S(C)(=O)=O)cs1	103	-42	0	-1.4	-5	9	5	8	0	7
CNC(=O)C1CC(=O)N(c2ccc(OCC(=O)NCc3ccccc3)cc2)C1 (centres undefined)	172	-12	9	-1.2	-3	-4	2	6	2	1
Cc1ccc(-n2cc(CCCCCCCCC(=O)O)nn2)cc1	95	-14	0	-1.2	-1	2	6	6	1	-8
O=C(c1ccc(F)cc1)N1CCN(c2ccc([N+](=O)[O-])c(N3CCCCC3)c2)CC1	99	5	-1	3.1	14	0	6	3	-1	-2
CCOc1ccc(S(=O)(=O)N2CCN(C(=O)C3CSC4(C)CCC(=O)N34)CC2)cc1 (centres undefined)	97	4	-12	-2.9	3	2	0	-13	0	-4
O=C(CN1C(=O)NC2(CCc3ccccc32)C1=O)c1ccc(F)cc1 (centres undefined)	103	-26	-14	2.5	14	4	0	8	1	-11
Cc1noc(C)c1CSc1ccc2ccccc2n1	95	-14	-5	-0.5	4	-136	-4	2	2	-3
CCN(CC)Cc1c(O)ccc2c(=O)c(Oc3ccccc3OC)c(C)oc12	96	-4	3	-0.1	-2	7	7	3	0	5
CCOC(=O)CN/C=C(\C#N)c1ccccc1	99	10	-6	-2.3	4	-6	1	-2	1	0
Cc1nn(C)c(C(=O)Nc2ccc(Cn3cccn3)cc2)c1[N+](=O)[O-]	103	0	5	-1.0	5	0	-4	7	0	-1
COc1ccc(-n2c(O)c(C=Nc3ccccc3)c3ccccc3c2=O)cc1	92	13	5	3.3	-3	1	1	5	-4	-6
CC1CC(C)CN(C(=O)Cn2c(=O)n(CCCC(=O)NCc3ccco3)c(=O)c3sccc32)C1 (centres undefined)	101	-19	2	0.6	0	1	0	3	0	-6
O=c1[nH]c(-c2ccco2)nc2sc3c(c12)CCCC3	85	-30	2	-1.7	8	-14	13	-11	-5	2

2 entries picked at random from those above:
SMILES	ABCB6 inh MLPCN	NCOA2 inhibitor	TLR9-MyD88 block	MC4R ag barr	MC4R antag cAMP	NOD2 RIPK2 PPI	m5-HT2A agonist	H9c2 protect	N-glyco inh	ABHD5 PLIN5 PPI
O=C(c1ccc(F)cc1)N1CCN(c2ccc([N+](=O)[O-])c(N3CCCCC3)c2)CC1	99	5	-1	3.1	14	0	6	3	-1	-2
CCOC(=O)CN/C=C(\C#N)c1ccccc1	99	10	-6	-2.3	4	-6	1	-2	1	0

The list continues:
SMILES	ABCB6 inh MLPCN	NCOA2 inhibitor	TLR9-MyD88 block	MC4R ag barr	MC4R antag cAMP	NOD2 RIPK2 PPI	m5-HT2A agonist	H9c2 protect	N-glyco inh	ABHD5 PLIN5 PPI
COc1cccc(COC(=O)Nc2ccccc2F)c1	97	-84	-1	0.6	-3	-12	-8	0	-5	-15
Cc1ccc(-c2noc(-c3ccccc3C(=O)N3CCCC3)n2)cc1	91	-8	-2	-0.7	10	-1	1	-11	-3	-4
Cc1oc(=O)c(NC(=O)c2ccccc2)cc1C(C)O (centres undefined)	96	-11	-9	-1.0	2	-2	7	-1	2	3
CC(=O)NC1CC2CCCC(C1)N2C(=O)Nc1cccc(C(C)=O)c1 (centres undefined)	99	0	-4	-0.1	7	-11	10	-3	6	1
O=C(Nc1ccc([N+](=O)[O-])cc1)Nc1ccc(N2CCOCC2)c2nonc12	97	-9	15	-2.0	10	-9	-2	-27	-9	-4
Cc1cc(NC(=O)NC(C)(C(F)(F)F)C(F)(F)F)no1	98	10	-5	1.7	0	1	-4	2	1	-4
Cc1cc(-c2nnc(CCC(=O)NC(c3ccccc3)c3ccccc3)o2)no1	100	-26	-1	-5.5	-3	6	1	3	0	-1
Cc1ccccc1CN1[C@@H]2c3ccccc3C[C@@H]2OCCS1(=O)=O	97	-17	-8	4.4	8	7	-5	0	4	-1
CN1CCC(N(C)C(=O)c2cc(-c3ccccc3Cl)nc3ccccc23)CC1	96	-9	-12	-1.1	-3	-1	-11	11	1	5
COC(=O)c1ccc2c(=O)n(Cc3ccco3)c(SCC(=O)Nc3cc(C)on3)nc2c1	86	-3	3	0.4	13	1	5	0	62*	-6
CC(C)(Oc1ccc(Cl)cc1)C(=O)OCC(=O)N1CCN(c2ccccc2)CC1	100	28	6	-3.2	-2	-2	4	-9	1	1
COc1cc([N+](=O)[O-])cc2sc(NC(C)=O)nc12	103	-23	8	0.9	-4	-1	4	0	0	2
CCCCOCCCN1CC(=O)N2[C@@H](Cc3c([nH]c4ccccc34)C2(C)C)C1=O	94	14	10	-0.7	7	2	0	6	0	-1
CSc1ccc(NC(=O)CC(C)=O)cc1	96	-6	-4	-1.9	3	-7	-3	7	1	-7
O=C(CCc1c[nH]c2ccccc12)NCCc1ccc(O)cc1	98	-9	1	0.0	10	-7	-1	-6	-1	6
CC(C)n1c(NCc2nc3ccccc3n2C)nc2ccccc21	95	-11	4	-0.9	1	1	4	0	4	-4
O=C(Nc1ccc(Cl)cc1)c1cc(Br)ccc1OCC(=O)N1CCOCC1	96	-32	14	-1.8	11	-3	-1	-7	-1	4
Cc1c(NC(=O)CN2CCN(c3ccc(O)cc3)CC2)c(=O)n(-c2ccccc2)n1C	94	9	3	-4.9	9	4	0	9	2	1
CS(=O)(=O)NCCSc1cc(C(F)(F)F)nc2ccccc12	83	-13	5	1.5	-2	-2	1	3	0	2
O=C(CN(CC1CCCO1)C(=O)CNS(=O)(=O)c1ccc(F)cc1)NCCc1ccccc1 (centres undefined)	96	-24	-2	-1.3	10	0	3	-4	0	1
O=C(NCc1cccnc1)Nc1cccc(Cl)c1	107	-10	1	1.1	17	-13	-11	-6	0	-2
c1ccc(Cn2nnc(-c3ccccc3)n2)cc1	95	-33	-2	-2.5	-3	-7	-6	0	-3	-11
O=C(CSc1ncnc2c1nnn2-c1ccc(F)cc1)NCc1ccco1	92	0	-2	1.4	6	-3	-4	-26	-4	5
Cc1nc2sccn2c1-c1csc(NCc2ccccc2)n1	92	22	-4	-0.9	-10	-14	2	-24	-3	-32
CCN(CC)C(=O)C1CCN(S(=O)(=O)c2ccc(C3CNC(=O)C3)cc2)CC1 (centres undefined)	97	11	-7	-1.7	6	-10	-6	-4	0	-5
Cc1cccc(NC(=O)c2ccccc2NC(=O)c2ccccc2)n1	95	10	-10	0.2	6	10	0	5	1	5
COC1=CC(=O)OC(c2ccc(C(F)(F)F)cc2)C1 (centres undefined)	.	-10	.	.	.	-9	-3	.	.	9
Cc1ccc2nc(SC(C)C(=O)N3CCOCC3)[nH]c2c1 (centres undefined)	99	-49	7	0.1	3	-1	0	-4	-7	-1
COc1ccc2nc(C)[nH]c(=O)c2c1	97	-3	-7	-0.7	1	-1	1	-4	0	5
Cc1ccc(C)c(S(=O)(=O)N2CCN(C(=O)c3ccccc3Cc3ccccc3)CC2)c1	95	-10	-4	-0.8	2	7	0	-4	-4	2
COc1ccc2oc(C(=O)OCC(=O)Nc3ccc(C)c(S(=O)(=O)N4CCOCC4)c3)c(C)c2c1	96	-24	-6	0.0	-2	7	0	3	-1	-6
CCOC(=O)C1Nc2c(cc(C(F)(F)F)cc2[N+](=O)[O-])C2c3ccccc3CC12 (centres undefined)	96	-5	5	1.2	4	5	-4	-4	-1	-10
CCn1c(N2CCN(C(=O)/C=C/c3ccccc3)CC2)nc2ccccc21	96	-30	-11	0.0	-3	-3	0	-1	0	5
Cc1ccc(C)c(N2CCN(C3CCCCC3NS(=O)(=O)c3ccccc3)CC2)c1 (centres undefined)	98	.	8	-3.1	9	-6	-1	-6	-7	-9
N#C/C(=C/c1ccc(-c2ccccc2)o1)c1nc(-c2cccs2)cs1	290	-14	16	0.5	-1	12	3	-9	3	5
Cc1ccccc1C(=O)N1N=C(c2cccc(NS(C)(=O)=O)c2)CC1c1cccs1 (centres undefined)	116	-10	-9	-0.5	6	-3	-2	3	-2	7
CC[C@H](C)[C@@H](CN[C@H](CCCCNC)CNC)NCC1CCCC1	97	-1	-8	-0.6	7	11	9	4	4	5
COc1cc(/C=N\NC(=O)c2cccc(Cl)c2)ccc1Oc1ccc([N+](=O)[O-])cn1	96	-19	14	-1.2	1	10	-1	6	0	5
COc1ccc([N+](=O)[O-])cc1NC(=O)c1ccc(CN(c2ccccc2)S(C)(=O)=O)cc1	99	-17	-1	0.6	6	-8	0	9	-5	8
O=C1C(=O)N(CC2COc3ccccc3O2)c2ccccc21 (centres undefined)	106	-8	2	-1.1	-29	23*	-4	6	9	17
NC1=C(Cl)C(=O)c2ccc(S(N)(=O)=O)cc2C1=O	87	80*	-15	-0.6	-8	1	6	-10	-20	-18
CC(=O)NCCNc1nc2c(-c3cccc(C(F)(F)F)c3)nnn2c2ccccc12	97	2	-35	-1.4	11	-2	1	-3	-3	2
CCOC(=O)CN(C(=O)CSc1nnc(COc2ccc(OC)cc2)n1CC)c1ccccc1	102	-10	2	-0.3	7	-5	4	16	-4	2
CNC(=O)c1c[nH]c2ccc(S(=O)(=O)Nc3ccccc3F)cc2c1=O	101	-19	-13	1.7	18	0	-6	8	5	-2
COCCN(C(=O)c1snc(C(N)=O)c1N)C(C(=O)NC1CCCCC1)c1ccc(F)cc1 (centres undefined)	94	-5	-1	-1.2	6	4	4	13	1	-1
CS(=O)(=O)N1CCN(c2ccc([N+](=O)[O-])c(NCc3cccnc3)c2)CC1	106	3	5	-0.6	6	-3	-2	4	1	1
COc1ccc(/C=C/C(=O)OCC(=O)N(C)c2c(N)n(Cc3ccccc3)c(=O)[nH]c2=O)cc1OC	99	-22	8	-3.4	0	-6	4	-3	2	6
